# RSV antiviral HEp-2: inhibition of RSV-induced cytopathic effect – HEp-2 cells, primary 10 µM value included (AID 2391). CPE inhibition, % at 10 µM; hits with a dose series show IC50 in µM. 310,000 tested, 0.13% active. HEp-2 cells, RSV-induced CPE inhibition; higher % means a stronger effect; in the data active = a potency from the dose series; note: strong numbers were not always called active
# LYP inhibition: PTPN22 lymphoid phosphatase activity blockers – biochemical, fluorescence intensity, uHTS (AID 1779) | recombinant LYP phosphatase, fluorescence intensity; higher % means a stronger effect | inhibition, % at 11.5 µM; hits with a dose series show IC50 in µM | 290,000 tested, 0.054% active; in the data active = inhibition above about 50%;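 note: plate controls were vehicle with enzyme for no effect and no enzyme for full effect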
# GPR35 arrestin U2OS: GPR35 antagonists blocking zaprinast-driven arrestin recruitment, primary screen, imaging, U2OS, beta-arrestin-GFP, zaprinast agonist (AID 2058) | one-dose inhibition, % at 10 µM; IC50 in µM for titrated hits | U2OS GPR35 beta-arrestin-GFP translocation imaging, zaprinast antagonism; higher % means a stronger effect | 290,000 tested, 0.052% active;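 active = inhibition of at least 50% with at least 30 cells and total cytoplasm GFP at most 10,000,000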
# Large T inhibition: TAg ATPase/helicase activity blockers – biochemical (AID 1903) | SV40 large T antigen ATPase/helicase inhibition assay; higher % means a stronger effect | one-dose inhibition, % at 20 µM; IC50 in µM for titrated hits | 310,000 tested, 0.39% active; in the data active = a potency from the dose series; note: strong numbers were not always called active
# Salmonella PhoP GFP: inhibitors of PhoP regulon expression, primary screen, Salmonella Typhimurium, GFP reporter (AID 1863); S. Typhimurium PhoP-regulated promoter GFP reporter, 4 h; higher % means a stronger effect; inhibition, % at 50 µM; hits with a dose series show IC50 in µM; 300,000 tested, 0.16% active;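 active = inhibition over 29.93%, a cutoff 3 SD above the screen mean, later confirmed by dose response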;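 note: 0% = low Mg2+ inducing control and 100% = high Mg2+ repressing control; strong numbers were not always called active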
# ER stress rescue: protection against thapsigargin-triggered cell killing – 384-well, CSM14.1, ATP luminescence, primary screen (AID 1222) | cellular ATP content (survival), % at 20 µM, or EC50 in µM where a hit was titrated | CSM14.1 thapsigargin-induced death rescue, ATP luminescence; higher % means a stronger effect | 190,000 tested, under 10 active;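 active = EC50 below 50 µM in the dose-response confirmation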;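 note: death triggered by thapsigargin at about 15 µM added after 2 h compound pretreatment; cell ATP read after overnight thapsigargin exposure of roughly 18 to 22 hours; normalized against plate controls of thapsigargin alone and 5% DMSO vehicle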
# Dengue-2 NS5 capping: flavivirus cap methylation enzyme inhibition – biochemical, confirmation dose response, primary screen (AID 588689); one-dose inhibition, % at 25 µM; IC50 in µM for titrated hits; 340,000 tested, 0.3% active; Dengue-2 NS5 methyltransferase capping enzyme assay, biochemical; higher % means a stronger effect; in the data active = a potency from the dose series
# Rac1 GTP hydrolysis: MgcRacGAP GTPase-activating activity inhibitors, confirmation, biochemical, ADP Hunter fluorescence; MgcRacGAP-stimulated Rac1 GTP hydrolysis, ADP Hunter fluorescence; higher % means a stronger effect; GST-tagged Rac1 F28L mutant substrate; inhibition, % at 30 µM; hits with a dose series show IC50 in µM; 340,000 tested, 0.6% active; AID 624330;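 active = first-screen hits whose inhibition reached a set limit at any dose in the follow-up dose series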;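 note: fluorescence reports GDP produced by GAP-driven GTP hydrolysis; strong numbers were not always called active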
# West Nile virus CPE: West Nile virus antiviral activity, cell-based, CPE readout (AID 1621). 290,000 tested, 0.02% active. CPE inhibition, % at 10 µM, or IC50 in µM where a hit was titrated. West Nile virus-infected cells, CPE inhibition; higher % means a stronger effect; in the data active = a potency from the dose series; note: strong numbers were not always called active
# Dengue-2 NS5 capping pilot replicate: also measured in Dengue-2 NS5 capping; calls as there; inhibition, %; measured here: pilot screen replicate inhibition
# * marks the source's active call; other numbers are inactive results; nt = no result given; & = joins results of further samples.
SMILES,RSV antiviral HEp-2,LYP inhibition,GPR35 arrestin U2OS,Large T inhibition,Salmonella PhoP GFP,ER stress rescue,Dengue-2 NS5 capping,Rac1 GTP hydrolysis,West Nile virus CPE,others
Cc1cc(C)nc(SCC(=O)c2ccc(O)cc2O)n1,3.4%,-2%,-1%,3%,14%,-0.6%,-2%,7%,0.2%,
CCc1ccc2c(c1)C(c1cccs1)=NNC(c1cccnc1)=N2,4.4%,-6%,11%,6%,6%,-2.8%,8%,4%,-0.5%,Dengue-2 NS5 capping pilot replicate=-4.1
CN(C)S(=O)(=O)c1ccc(S(=O)(=O)NCCN2CCOCC2)cc1,1.2%,-11%,3%,5%,-6%,nt,0%,3%,0.1%,Dengue-2 NS5 capping pilot replicate=-3.4
CSCCn1c(C(C)(C)C)cc(C(=O)O)c1C,-0.3%,-8%,3%,-2%,-5%,nt,7%,5%,0.4%,
CCOCCOC(=O)CCSc1n[nH]c(=O)[nH]c1=O,0.9%,-6%,22%,7%,-17%,-0.4%,-5%,7%,0.7%,
Cc1ccc(N2CC(C(=O)Nc3ccc(N(C)C)cc3)CC2=O)cc1C (stereo not drawn),-0.8%,nt,nt,20%,-26%,nt,10%,54µM*,0.0%,
N#CC(C(=O)OC1CCCCC1)c1nc2ccccc2nc1N1CCCCC1 (stereo not drawn),nt,8%,-10%,6%,9%,-0.8%,nt,nt,1.7%,
O=C(c1cc(COc2ccc(F)cc2F)on1)N1CCN(C2CCCC2)C(=O)C1,1.2%,-8%,-5%,20%,-5%,nt,-1%,6%,-2.2%,
CCOC(=O)C1C(=O)NC(N2CCc3ccccc32)=NC1c1ccccc1 (stereo not drawn),1.9%,-6%,4%,-4%,0%,2.0%,nt,6%,0.0%,
O=C(NC1CCCCC1)c1cc(N2C(=O)CCC2=O)ccc1Cl,0.1%,0%,2%,-2%,9%,nt,0%,1%,0.2%,
Cc1ccc(S(=O)(=O)Oc2cccc(/C=N/Nc3ccc(C(=O)O)cc3)c2)cc1,5.6%,-3%,-10%,18%,-2%,nt,17%,5%,1.1%,
COC(CNC(=O)C1CCCCC1C(=O)O)OC (stereo not drawn),0.1%,-7%,1%,-1%,-5%,-1.5%,-4%,9%,1.1%,
CCn1c2ccccc2c2cc(NC(=O)C/C(C)=N/NC(=O)c3ccccc3N)ccc21,19%,-5%,-8%,23%,3%,3.3%,-1%,12%,0.1%,
Oc1ccccc1-c1nnc(-c2ccc(C(F)(F)F)cc2)o1,0.5%,-10%,7%,1%,25%,-1.3%,-5%,6%,-0.1%,
Nc1nnc(SCC(=O)N2CCN(Cc3ccccc3)CC2)s1,-0.8%,-12%,-5%,30%,22%,-1.4%,2%,4%,0.3%,
CCOC(=O)C1(Cc2ccc(Cl)cc2)CCN(Cc2ccon2)CC1,1.5%,-5%,18%,25%,-3%,-1.0%,nt,-2%,-1.1%,
CCOc1ccccc1N1CCN(CC(=O)N(CC(C)C)c2c(N)n(CC(C)C)c(=O)[nH]c2=O)CC1,-2.7%,2%,7%,19%,5%,-1.1%,-3%,4%,-0.4%,
CCN(CC)S(=O)(=O)c1cccc(C(=O)NCC2CCCO2)c1 (stereo not drawn),0.6%,-4%,7%,9%,-5%,-0.5%,3%,-3%,0.3%,
COc1cccc(/C=N/NC(=O)CNC(=O)c2ccc(S(=O)(=O)N3CCCC3)cc2)c1OC,-0.1%,-2%,3%,9%,-5%,-0.6%,-3%,8%,-0.8%,
COc1ccccc1N1CCN(C(=O)C2C3C=CC4(CN(Cc5ccccc5Cl)C(=O)C24)O3)CC1 (stereo not drawn),-0.3%,2%,4%,0%,-4%,0.0%,-10%,8%,-0.5%,

# Entries listed so far that contain a carbonyl joined to an NH by a bond outside any ring, in the order listed:
SMILES,RSV antiviral HEp-2,LYP inhibition,GPR35 arrestin U2OS,Large T inhibition,Salmonella PhoP GFP,ER stress rescue,Dengue-2 NS5 capping,Rac1 GTP hydrolysis,West Nile virus CPE,others
Cc1ccc(N2CC(C(=O)Nc3ccc(N(C)C)cc3)CC2=O)cc1C (stereo not drawn),-0.8%,nt,nt,20%,-26%,nt,10%,54µM*,0.0%,
O=C(NC1CCCCC1)c1cc(N2C(=O)CCC2=O)ccc1Cl,0.1%,0%,2%,-2%,9%,nt,0%,1%,0.2%,
COC(CNC(=O)C1CCCCC1C(=O)O)OC (stereo not drawn),0.1%,-7%,1%,-1%,-5%,-1.5%,-4%,9%,1.1%,
CCn1c2ccccc2c2cc(NC(=O)C/C(C)=N/NC(=O)c3ccccc3N)ccc21,19%,-5%,-8%,23%,3%,3.3%,-1%,12%,0.1%,
CCN(CC)S(=O)(=O)c1cccc(C(=O)NCC2CCCO2)c1 (stereo not drawn),0.6%,-4%,7%,9%,-5%,-0.5%,3%,-3%,0.3%,
COc1cccc(/C=N/NC(=O)CNC(=O)c2ccc(S(=O)(=O)N3CCCC3)cc2)c1OC,-0.1%,-2%,3%,9%,-5%,-0.6%,-3%,8%,-0.8%,

# (further entries)
SMILES,RSV antiviral HEp-2,LYP inhibition,GPR35 arrestin U2OS,Large T inhibition,Salmonella PhoP GFP,ER stress rescue,Dengue-2 NS5 capping,Rac1 GTP hydrolysis,West Nile virus CPE,others
O=C(NCCc1ccccc1)c1cc(S(=O)(=O)N2CCOCC2)ccc1F,1.7%,-5%,-7%,8%,3%,1.0%,-9%,2%,0.1%,
CC(=O)c1c(N2CCOCC2)nc(=S)n(-c2cc(C)ccc2C)c1C,0.4%,4%,2%,13%,1%,-0.5%,1%,7%,1.5%,
CCCCn1c(C(C)NC(=O)COC)nc2ccccc21 (stereo not drawn),2.5%,-11%,7%,5%,2%,-2.4%,4%,6%,-0.6%,
CC1(C)c2[nH]c3ccccc3c2C[C@@H]2C(=O)N(c3ccc(F)cc3F)C(=O)N21,2.4%,nt,nt,21%,4%,nt,-2%,7%,-0.3%,
O=C(NC1CCCC1)C(c1ccncc1)N(C(=O)Cc1cccs1)c1ccc(F)cc1 (stereo not drawn),-0.3%,-11%,-2%,-2%,5%,nt,-2%,-3%,-0.3%,
CC(=O)Nc1ccc(NC(=O)CSc2nnc(NC(=O)c3ccc(Br)o3)s2)cc1,3.2%,-8%,-4%,9%,11%,nt,-5%,4%,-0.1%,
CCOC(=O)c1c(NC(=O)C(C)S(=O)(=O)c2cn(CC)c3ccccc23)sc2c1CCCC2 (stereo not drawn),7.7%,4%,-4%,20%,1%,7.4%,-1%,10%,1.0%,
O=C(/C=C/c1cc(Br)ccc1F)Nc1cccnc1,7.3%,-4%,-7%,5%,-2%,nt,1%,4%,-0.1%,
CC1(C)C[C@@H]1C(=O)N/C(=C\CCCCSC[C@H](N)C(=O)O)C(=O)O,0.2%,nt,nt,10%,-9%,nt,-1%,4%,nt,
CCCCCC(=O)Nc1cc2[nH]c(=O)cc(COC)c2cc1C,1.2%,-5%,19%,6%,7%,-0.8%,-5%,0%,-0.6%,
CCC(=O)c1cn(CC(=O)OC)c2ccccc12,2.9%,-4%,0%,-4%,23%,4.6%,-13%,12%,-0.3%,
CC1CCN(CC(=O)Nc2ccc(Cl)cc2[N+](=O)[O-])CC1,-0.2%,-4%,7%,22%,2%,-1.6%,-2%,6%,0.2%,
Cc1cc(C)nc(SCC(=O)N/N=C/c2cccc([N+](=O)[O-])c2)n1,1.0%,-5%,3%,21%,-19%,1.5%,1%,4%,-0.5%,
Cc1ccc(NC(=S)N/N=C2\CCCCC2C)cc1 (stereo not drawn),3.6%,-4%,-19%,10%,-10%,-5.4%,-12%,4%,-1.1%,
NC(=O)c1ccc(C(F)(F)F)n(Cc2ccc(Cl)cc2)c1=O,0.0%,-10%,21%,9%,1%,-2.2%,-2%,1%,-0.9%,
CCOc1ccccc1-c1nn2c(Cc3ccccc3)nnc2s1,1.8%,-9%,1%,-4%,27%,4.8%,0%,5%,-0.4%,
CC[C@H]1OC(=O)[C@H](C)[C@@H](O[C@H]2C[C@@](C)(OC)[C@@H](O)[C@H](C)O2)[C@H](C)[C@@H](O[C@@H]2O[C@H](C)C[C@H](N(C)C)[C@H]2O)[C@](C)(OC)C[C@@H](C)C(=O)[C@H](C)[C@@H](O)[C@]1(C)O,-2.5%,-6%,1%,-1%&8%,-8%&-9%,-0.1%,-6%,3%,-0.7%,
COC(=O)CSc1nc2c(c(=O)[nH]c(=O)n2C)n1CCC(C)C,0.8%,-4%,-6%,9%,17%,-2.2%,-4%,11%,0.2%,
Cc1ccccc1N1CCN(CCCCN2C(=O)C3CCCN3C2=O)CC1 (stereo not drawn),-0.1%,-7%,-6%,7%,7%,-0.9%,1%,7%,-0.4%,
CCOC(=O)c1c(NC(=O)CCl)sc(CN(C)C)c1-c1ccccc1,-4.3%,-4%,26%,16%,-4%,-3.0%,-4%,-14%,-0.5%,
CN1C(=O)S/C(=C/c2cccn2-c2cccc(C(=O)O)c2)C1=O,0.9%,-4%,-20%,14%,-2%,3.7%,4%,4%,0.6%,
COc1ccc(NC(=O)c2ccc3c(c2)CCN3S(=O)(=O)c2ccccc2)c(OC)c1,6.3%,-10%,-4%,16%,-6%,nt,-5%,9%,0.2%,
COc1ccc(C(=O)NCC(=O)N/N=C/c2c(C)[nH]c3ccccc23)cc1,6.5%,-7%,-6%,6%,5%,nt,-3%,13%,0.8%,
COc1ccc(Sc2nc(-c3ccccn3)ncc2OC)cc1,-4.0%,6%,-3%,36%,0%,-0.7%,-1%,11%,1.6%,
COC(=O)c1ccc(CNC(=O)c2ccc(COc3ccccc3)cc2)cc1,2.0%,-9%,3%,-7%,18%,-1.0%,-3%,3%,-0.4%,
N=c1c2c(-c3ccccc3)c(-c3ccccc3)oc2ncn1CCN1CCOCC1,1.9%,-3%,-4%,16%,1%,-1.6%,-13%,12%,-0.7%,
COc1ccc(CN2CCOCCOCCOCC2)cc1,0.7%,-6%,11%,-1%,4%,nt,-6%,1%,0.6%,
CN1C(=O)c2ccc(C(=O)Nc3cccnc3)cc2C1=O,0.7%,-10%,26%,19%,-1%,nt,-2%,8%,0.2%,
O=C1CCC(C(=O)OCC(=O)N2N=C3/C(=C/c4ccccc4)CCCC3C2c2ccccc2)N1 (stereo not drawn),8.1%,6%,-10%,6%,-7%,0.2%,-8%,9%,-1.3%,
COc1ccc(CCNC(=O)C2CCC(=O)N(C3CCCCCC3)C2)cc1 (stereo not drawn),0.8%,-9%,-17%,2%,-3%,nt,-5%,8%,-0.2%,
CCc1nnc(NC(=O)c2ccc(S(=O)(=O)NCC(C)C)cc2)s1,-0.5%,0%,-6%,22%,-7%,-0.3%,-1%,7%,-0.6%,

# Compound activity from PubChem.
